H9c2 TAG inh – triacylglycerol accumulation inhibition. H9c2 cells, Nile Red lipid (TAG) fluorescence; cells loaded with 200 µM oleic acid. inhibition, % at 12.5 µM. actives 0.66% (n = 230,000);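 active means pattern-corrected inhibition of lipid staining of at least 50% with the nuclear-stain viability signal not falling by more than 50%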;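 further: 0% = DMSO wells and 100% = triacsin C control wells; some results filed as inactive read as strong as hits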
H9c2 TAG inh DAPI viability – recorded beside H9c2 TAG inh, whose call it bears; DAPI nuclei signal change (viability), lower = more cytotoxic, %;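 whole-well DAPI fluorescence read on a plate reader as a viability signal; minus 50 percent equals half of cells still viable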
* = called active by the depositor; & = joins results of further samples. The list is partial; rates above refer to the full screens.

SMILES	H9c2 TAG inh	H9c2 TAG inh DAPI viability
CN(CC(=O)NNC(=O)CNC(=O)c1cccs1)S(=O)(=O)c1ccc(Cl)cc1	8	3
Cc1ccc(NC(=O)NCC2CCN(Cc3cccc(Cl)c3)CC2)c(Cl)c1	0	10
COc1ccc(-c2cn3c(C)c(C(=O)Nc4ccncc4)sc3n2)cc1	-7	5
CS(=O)CC(O)(c1ccc(F)cc1)C1CC1 (configuration not stated)	-3	3
Cn1c(CCC(=O)OCC(=O)NCC(F)(F)F)nc(=O)c2ccccc21	9	1
O=C(NCC1COCCO1)c1ccc2nc(Cc3cccc(Cl)c3)oc2c1 (configuration not stated)	-8	2
Clc1ccc(-c2csc(N3CCN(c4ccccc4)CC3)n2)cc1	-55	6
CC1CC(C)(C)NC(=S)N1CCCC(=O)Nc1ccc(Cl)cc1 (configuration not stated)	-12	2
COCCNC(=S)NNC(=O)c1cc(-c2cccnc2)nc2ccccc12	16	5
COc1cccc(CN2CCNC(=O)C2CC(=O)NCc2cc(C(C)C)no2)c1 (configuration not stated)	1	-3
O=C1C(Cc2ccccc2)Nc2ncnc(N3CCc4ccccc4C3)c2N1Cc1ccccc1 (configuration not stated)	21	-4
Oc1ccc(/C=N/Nc2ccc(C(F)(F)F)cn2)cc1	6	-11
Cc1ccc(S(=O)(=O)N2CCC(C(=O)NNC(=O)C3CC3)CC2)cc1Cl	-9	3
CN1CCN(c2nc(N3CCN(CCO)CC3)nc3ccccc23)CC1	19	22
COc1ccccc1NS(=O)(=O)c1cc(NC(=O)c2ccco2)ccc1N1CCOCC1	18	-8
CCN(C[C@H]1N[C@@](CC)(C(=O)OC)[C@H]2C(=O)N(C)C(=O)[C@@H]12)C(=O)c1ccc(C(C)(C)C)cc1	2	-3
CCOC(=O)N1CCN(C(=O)COC(=O)c2ccc(Cl)nc2)CC1	-37	-6
CCOC(=O)C1=C(C)N(C)C(C)=C(C(=O)OCC)C1c1ccc(Cl)cc1	2	1
O=C(CN1C(=O)NC2(CCCCCC2)C1=O)Nc1ccc(OC(F)(F)F)cc1	-12	-10
CCC(NC(=O)Nc1cc(OC)c(OC)c(OC)c1)(C(F)(F)F)C(F)(F)F	-8	20
O=C(COc1ccc(Br)cc1)Nc1ccc(C(=O)Nc2ccccc2C(=O)O)cc1	-15	4
Nc1ccc(-n2nnnc2-c2ccco2)cc1	-20	7
Cc1cc(C)c2c(N)c(C(=O)N/N=C/c3ccccc3)sc2n1	-2	22
Cc1noc(C)c1C(=O)OCC(=O)Nc1ccc(S(N)(=O)=O)cc1	-4	4

Part of the list above in order of molar mass, highest first.
SMILES	H9c2 TAG inh	H9c2 TAG inh DAPI viability
O=C(CN1C(=O)NC2(CCCCCC2)C1=O)Nc1ccc(OC(F)(F)F)cc1	-12	-10
COCCNC(=S)NNC(=O)c1cc(-c2cccnc2)nc2ccccc12	16	5
CCOC(=O)C1=C(C)N(C)C(C)=C(C(=O)OCC)C1c1ccc(Cl)cc1	2	1
Cn1c(CCC(=O)OCC(=O)NCC(F)(F)F)nc(=O)c2ccccc21	9	1

Other compounds
SMILES	H9c2 TAG inh	H9c2 TAG inh DAPI viability
CCCCOC(=O)c1ccc(NC(=O)C(=O)NCc2cccnc2)cc1	0	-8
COc1ccccc1N1CCN(CCCC(=O)c2ccc(F)cc2)CC1	4	3
CCN(CC)C(=S)SC1CCCCN(C(=O)c2ccc(F)cc2)C1=O (configuration not stated)	-17	-4
CC(=O)c1cccc(-c2cnc3c(NC=O)cc(-c4cccc(C(=O)N(C)C)c4)cn23)c1	12	-8
O=C(Cn1cnc2nc3n(c2c1=O)CCC3)NCc1ccccc1	2	-7
CC1CN(c2nc3ccccn3c(=O)c2C=O)CC(C)O1 (configuration not stated)	5	-12
CCc1ccc(/C=C(/C#N)C(N)=S)s1	13	-4
CCC1=NN(C(=O)COc2ccccc2C)C(O)(c2ccncc2)C1 (configuration not stated)	6	-1
Cc1cc(C(=O)OCC(=O)Nc2ccccc2C)c(C)o1	9	3
CN1CCC(OC(=O)COc2ccc(Br)cc2)CC1	-3	3
CC(CCNC(=O)c1ccccc1)(CCNC(=O)c1ccccc1)[N+](=O)[O-]	-3	1
C=CC(=O)NCc1ccc(-c2csnn2)cc1	1	1
COCOCCn1cc(CN2CCS(=O)(=O)N(Cc3ccc(-c4ccc(OC)cc4)cc3)C(C)C2=O)nn1 (configuration not stated)	8	7
Brc1cccc(-c2nnc(-c3ccccc3)o2)c1	-5	-1
Cc1cc(F)ccc1NCc1cc2c(cc1[N+](=O)[O-])OCO2	9	2
COc1ccc(Br)c(Cn2c(C)c(C(=O)N(C)Cc3ccc(F)cc3)sc2=O)c1	-16	4
NC(=O)c1ccsc1NC(=O)c1ccco1	4	0
C[C@H](CO)N1C[C@H](C)[C@@H](CN(C)C(=O)Nc2ccc(C(F)(F)F)cc2)Oc2ccc(NC(=O)C3CCCCC3)cc2C1=O	10	-2
CC[C@]12c3[nH]c4ccc(Cl)cc4c3CCN1C(=O)[C@@H](CC(=O)NCc1ccco1)C[C@@H]2C(=O)N1CCN(C(=O)C2CC2)CC1	6	4
Fc1ccc(-c2cc(C(F)(F)F)n3ncnc3n2)cc1	15	10
Cc1ccc(O)c(-n2nc3ccccc3n2)c1	-9	-3
CC(=O)NC1CC2CCCC(C1)N2CC(=O)N1CCCc2ccccc21 (configuration not stated)	16	-4
CN(C(=O)CSc1ncccn1)C1CCS(=O)(=O)C1 (configuration not stated)	9	-4
O=C(CCCc1ccccn1)c1ccc(-c2ccccc2)cc1	1	0
COC(=O)Nc1ccc(SCC(=O)c2ccc(Cl)cc2)cc1	-12	-1
C=CCN1C(=O)/C(=c2\sc3nc(=O)c(Cc4ccccc4)nn3c2=O)c2ccccc21	4	0
COc1cc(NC(=O)CCCn2c(=S)[nH]c3ccccc3c2=O)cc(OC)c1OC	-5	7
O=C(Cc1ccccc1)c1ccc(N2CCOCC2)cc1	3	2
CC1CCCC(C)N1C(=O)COC(=O)c1ccc(Br)c(S(=O)(=O)N2CCOCC2)c1 (configuration not stated)	0	3
CCc1nc2c(OCc3ccc(Cl)cc3Cl)cccn2c1N(C)C(=O)C1CC1	-7	-18
CCc1cccc(C)c1N(C(=O)Cn1c(COC)nc2ccccc21)C(C)COC (configuration not stated)	-4	10
Cc1csc(NC(=O)CSc2[nH]c(=O)ncc2C)n1	2	-5
COc1cc2nc(N3CCN(C(=O)[C@@H]4CCCO4)CC3)nc(N)c2cc1OC	1	1
COCCCNC(=O)CSc1nc2cc(S(=O)(=O)N3CCCCC3)ccc2o1	-33	44
Cc1n[nH]c(=O)nc1NC1CCCCC1	-2	5
NC(=O)c1ccc(SCC(=O)OCC(=O)N2CCCC2=O)c([N+](=O)[O-])c1	10	4

Compound profiles (already shown):
Entry for `COC(=O)Nc1ccc(SCC(=O)c2ccc(Cl)cc2)cc1` → H9c2 TAG inh = -12; H9c2 TAG inh DAPI viability = -1
Entry for `NC(=O)c1ccc(SCC(=O)OCC(=O)N2CCCC2=O)c([N+](=O)[O-])c1` → H9c2 TAG inh = 10; H9c2 TAG inh DAPI viability = 4
Entry for `CCc1nc2c(OCc3ccc(Cl)cc3Cl)cccn2c1N(C)C(=O)C1CC1` → H9c2 TAG inh = -7; H9c2 TAG inh DAPI viability = -18

Following part:
SMILES	H9c2 TAG inh	H9c2 TAG inh DAPI viability
Cc1cccc(C)c1NC(=O)CNC(=O)CCCN1C(=O)c2cccc3cccc(c23)C1=O	-3	1
FC(F)Sc1ccc(NC(=S)NC(c2ccccc2)c2ccccc2)cc1	-12	-3
CC(C)c1onc(C(=O)Nc2sc3c(c2C#N)CCC3)c1[N+](=O)[O-]	-5	3
COc1ccc(CN(C(=O)c2ccco2)C2CCS(=O)(=O)C2)cc1 (configuration not stated)	-7	0
CC1CN(CCN2CC(C)N(C=O)CC2C)C(C)CN1C=O (configuration not stated)	-29	1
O=c1[nH]c2cc([N+](=O)[O-])ccc2c2ccc([N+](=O)[O-])cc12	10	-12
COCCNC(=O)C1(C)CCN(C(=O)COc2ccc(Cl)cc2Cl)C1 (configuration not stated)	7	15
O=C(O)CCC(=O)OCCCc1cc2ccccc2c(=O)o1	8	-6
Cc1nc(Nc2nc3ccccc3o2)nc(C)c1C(=O)Nc1ccc(F)cc1	0	4
O=S1(=O)CCN(OCc2ccc(F)cc2Cl)CC1	12	3
COc1ccccc1-c1noc(-c2ccccc2)n1	-7	8
Cc1occc1C(=O)N/N=C/c1ccc[nH]1	10	0
O=C(CN1CCN(Cc2ccccc2)CC1)N1CCN(c2ccccc2)CC1	-13	21
CC(=O)c1cccc(NC(=O)c2ccc(OCc3c(C)noc3C)cc2)c1	2	-6
CCOC(=O)Cc1nc2cc(Cl)ccc2o1	5	-5
O=C(Nc1ccccc1F)Nc1cccnc1Cl	-7	8
Cc1ccc(CNC(=O)COC(=O)c2cnc(C)cn2)cc1	-1	-12
Cn1cc(/C=C2\SC(=S)N(NC(=O)c3cccc(Cl)c3)C2=O)c2ccccc21	5	2
Cc1cccc(C)c1OCCOCCN1CCN(C)CC1	-14	2
COc1c2occc2c(OC)c2c(=O)cc(C)oc12	1	0
CCCCCc1nnc(NC(=O)Cc2cccs2)s1	7	-17
CC(=O)Nc1ccc(NC(=O)C(C)OC(=O)c2ccc3[nH]c(C)c(C)c3c2)cc1 (configuration not stated)	23	8
O=C(CCCOc1ccccc1)Nc1nnc(C2CCCO2)s1 (configuration not stated)	6	1
COc1ccc(NC(=O)Nc2cccc3c2O[C@H](CN(C)S(=O)(=O)c2ccccc2)[C@@H](C)CN([C@H](C)CO)C3=O)cc1	5	3
COc1ccccc1N/C(N)=N/c1nc(C(F)(F)F)cc(=O)[nH]1	-6	1
O=C(Oc1ccccc1N1CCOCC1)c1ccccc1	-5	6
CC(C)NC(=O)C1(C)Cc2c(-c3cccc(C(F)(F)F)c3)ccnc2O1 (configuration not stated)	3	2
COc1ccccc1C(O)c1ncc(-c2cccc(C(F)(F)F)c2)[nH]1 (configuration not stated)	-11	1
O=C(Nc1ccccc1F)c1cnccn1	-14	-5
CN(C(=O)CSc1nnc(-c2ccccc2F)n1N)C1CCCCC1	4	-1
CC(=O)Nc1nnc(SCC(=O)N2CCCc3ccccc32)s1	4	4
Cn1c(=O)c2[nH]c(CCCCCCCc3nc4ccccc4[nH]3)nc2n(C)c1=O	-25	4
CCOC(=O)C1(Cc2cccc(OC)c2)CCCN(Cc2cc(C(C)C)n[nH]2)C1 (configuration not stated)	5	-12
Cc1ccc(F)cc1C(=O)N1CCC1(C)C(=O)O (configuration not stated)	-8	5
Cc1nc2ccccc2c(=O)n1NC(=O)c1cccc([N+](=O)[O-])c1	-4	1
NCc1ccc(S(N)(=O)=O)cc1	-10&-2	6&-3
CC(C)(C)C1C/C(=C/c2ccccn2)C(=O)/C(=C/c2ccccn2)C1 (configuration not stated)	84	-70
CCCS(=O)(=O)c1ccc(COC(=O)c2ccc(NC(C)=O)cc2)cc1	9	7
O=C(O)c1nccnc1C(=O)NCc1csc2ccc(Cl)cc12	-3	4
O=C(/C=C/c1cccs1)N1CCN(c2ccc(F)cc2)CC1	4	-12
O=C1CC(/C=C/c2ccccc2)=Nc2ccccc2N1	10	-2
c1ccc2oc(C3=NNC(=NC4CC4)SC3)cc2c1	-17	10
N#Cc1cnn(-c2cccc(Cl)c2)c1N	-1	-1
COc1ccc(S(=O)(=O)Nc2ccc(-c3ccc4nncn4n3)cc2)c(OC)c1	-22	5
Cc1ccc(/C=C/C(=O)O)cc1S(=O)(=O)N(CCO)CCO	-1	4
Clc1ccc2c(c1)-c1[nH]ncc1CS2	-2	1
CN1CCN(C(=O)CCN2C(=O)/C(=C\c3ccccc3F)SC2=S)CC1	21	-9
O=C(c1cc2ccccc2oc1=O)N1CCN(c2ccccn2)CC1	17	-8
CCN(CC(=O)Nc1c(F)cccc1F)C(=O)c1ccc(S(=O)(=O)N2CCCCC2)cc1	7	-3
COC(=O)C(CC(=O)c1ccc(C)cc1)n1cccn1 (configuration not stated)	-4	2
Cc1ccc(-c2nnc(COC(=O)c3cc(=O)[nH]c4ccccc34)o2)cc1	-7	2
CCc1ccc(CCC(=O)Nc2nc(CC(C)=O)ns2)o1	0	4
CN(CC(=O)NNC(=O)CCNS(=O)(=O)c1ccccc1)S(=O)(=O)c1ccc(Cl)cc1	-18	3
COc1ccc(CNC(=O)C(C)Cc2ccccc2)cc1O (configuration not stated)	-14	1
COc1ccc(C2(C)NC(=O)N(CC(=O)Nc3c(C)n(C)n(-c4ccccc4)c3=O)C2=O)cc1 (configuration not stated)	9	-7
O=C(CN(Cc1ccccc1)C(=O)c1cc2c(s1)CCC2)NCc1cccs1	17	-6
O=C(N/N=C/c1ccc2c(c1)OCO2)c1ccc(COc2cccc3cccnc23)cc1	18	10
COc1ccc(NC(=O)CSc2nc(N)c(NC(=O)c3cccs3)c(=O)[nH]2)cc1	6	-2

Looked up above:
H9c2 TAG inh result of COc1ccc(Br)c(Cn2c(C)c(C(=O)N(C)Cc3ccc(F)cc3)sc2=O)c1 → -16
H9c2 TAG inh DAPI viability result of Fc1ccc(-c2cc(C(F)(F)F)n3ncnc3n2)cc1 → 10
H9c2 TAG inh result of COc1ccc(CNC(=O)C(C)Cc2ccccc2)cc1O (configuration not stated) → -14
H9c2 TAG inh result of Cc1ccc(S(=O)(=O)N2CCC(C(=O)NNC(=O)C3CC3)CC2)cc1Cl → -9
H9c2 TAG inh DAPI viability result of Cc1occc1C(=O)N/N=C/c1ccc[nH]1 → 0
H9c2 TAG inh DAPI viability result of O=C(c1cc2ccccc2oc1=O)N1CCN(c2ccccn2)CC1 → -8

Structures above containing a tert-butyl group (two):
SMILES	H9c2 TAG inh	H9c2 TAG inh DAPI viability
CCN(C[C@H]1N[C@@](CC)(C(=O)OC)[C@H]2C(=O)N(C)C(=O)[C@@H]12)C(=O)c1ccc(C(C)(C)C)cc1	2	-3
CC(C)(C)C1C/C(=C/c2ccccn2)C(=O)/C(=C/c2ccccn2)C1 (configuration not stated)	84	-70

Screening results deposited in PubChem BioAssay by Sanford-Burnham Center for Chemical Genomics.
